# SW480 rereplic – induces DNA re-replication in SW480 colon adenocarcinoma cells; SW480 DNA re-replication, Hoechst DNA content imaging, 48 h; Potency, µM (series often up to 46.1 µM), for the others: at the top dose re-replication activation, most hits filed as activators; 340,000 compounds, 1.8% hits; also: potency is read from the fitted curve at half-maximal effect; % of control where 0% means no effect; nearly all actives have a fitted effect of over 55% in size
#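 Cells (250 per well) received 23 nL compound or DMSO by pin tool and were kept 48 hr at 37 C, 5% CO2. Nuclei were then stained with Hoechst for 40 min and scanned for DNA content.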
# MCF10A rerep – inducers of DNA re-replication in MCF 10A breast cells. MCF 10A DNA re-replication, Hoechst nuclear intensity, 48 h. Potency, µM (doses to about 46.1 µM), for inactives: at the highest dose activity, positive = re-replication, most hits filed as activators. 350,000 compounds, 2.9% hits; also: potency is read from the fitted curve at half-maximal effect; % of control where 0% means no effect; nearly all actives have a fitted effect of over 50% in size
# ATXN2 expr inh – inhibitors of ATXN2 expression | HEK-293 ATXN2-luciferase reporter, luminescence, 24 h | Potency, µM (doses to about 57 µM), inactives show top-dose activity change, negative = inhibition, hits mostly inhibitors | 360,000 compounds, 0.72% hits; also: potency is read from the fitted curve at half-maximal effect; % is scaled to controls: 0 for no effect and ±100 for the full control effect; nearly all actives have a fitted effect of over 55% in size
#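 ATXN2-luciferase reporter cells (luciferase flanked by upstream and downstream ATXN2 gene portions) were treated 24 h at 37 °C with compounds at up to 57 uM. SteadyGlo luminescence gave expression; GF-AFC fluorescence gave viability.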
# HT1080 IDH1KD tx – toxicity to HT-1080 IDH1 knockdown cells (counter line); HT-1080 IDH1 knockdown viability, ATP luminescence, 48 h; Potency, µM (highest dose often 46.1 µM), for inactives: top-dose activity, negative = toxicity, hits mostly cytotoxic; 360,000 compounds, 2% hits; AID 686971;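 also: potency is read from the fitted curve at half-maximal effect; 0% = DMSO wells and -100% = cell-free medium wells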
#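 Using the IDH1-knockdown HT-1080 line run in the same batch and compound series as the NT line, viability after 48 h at 37 °C was determined by CellTiter-Glo luminescence and expressed as % activity.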
# HT1080NT lethal – kills 2HG-producing HT-1080-NT fibrosarcoma cells. HT-1080-NT fibrosarcoma viability, CellTiter-Glo ATP luminescence, 48 h. Potency, µM (titrated, usually from 46.1 µM), without a hit: top-dose activity, negative = less viability, actives largely listed as cytotoxic. 360,000 compounds, 1.6% hits;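 also: NT is the 2HG producing partner of a matched IDH1 knockdown line; potency is read from the fitted curve at half-maximal effect; 0% = DMSO-treated cells and -100% = media-only wells without cells; nearly all actives have a fitted effect of over 55% in size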
#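 Viability of the 2HG-overproducing fibrosarcoma line after 48 hours of compound exposure at 37 degrees C was determined by luminescence with CellTiter-Glo, and concentration-effect curves were then fitted and categorized.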
# S2 tox – cell viability loss in ATXN counter-screen | S2 cells (HEK-293 line with an ATXN2-luciferase reporter) viability, CellTiter-Fluor protease fluorescence, 24 h | 400,000 compounds, 0.49% hits | Potency, µM (titrated, usually from 56.7 µM), actives largely listed as cytotoxic; also: potency is read from the fitted curve at half-maximal effect; nearly all actives have a fitted effect of over 40% in size
# KB-V1 MDR tox – KB-V1 MDR subline cytotoxicity; KB-V1 MDR cells viability, CellTiter-Glo, 72 h; Potency, µM (highest dose often 46.1 µM), for inactives: top-dose activity change, negative = cytotoxicity, hits mostly cytotoxic; 400,000 compounds, 3.4% hits; AID 1347076; also: potency is read from the fitted curve at half-maximal effect; % is scaled to controls: 0 for no effect and ±100 for the full control effect; nearly all actives have a fitted effect of over 60% in size
#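 KB-V1 cells (P-gp-expressing MDR subline of KB-3-1) in phenol-red-free DMEM with 10% FBS were exposed to library compounds over a concentration series for 72 h at 37 degrees C. Viability read by CellTiter-Glo luminescence; concentration-effect curves fitted after normalization.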
# KB-3-1 tox – KB-3-1 parental cell cytotoxicity. KB-3-1 viability, CellTiter-Glo ATP luminescence, 72 h. Potency, µM (doses to about 46.1 µM), for inactives: at the top dose activity change, negative = cytotoxic, hits mostly cytotoxic. 400,000 compounds, 1.4% hits; also: potency is read from the fitted curve at half-maximal effect; % is scaled to controls: 0 for no effect and ±100 for the full control effect; nearly all actives have a fitted effect of over 60% in size
#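 Here the drug-naive KB-3-1 line serves as comparator for MDR sub-line selectivity; cells received compound titrations, 72 h at 37 °C, then CellTiter-Glo readout.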
# IL-1B inflam inh – inhibitors of inflammasome signaling (IL-1 beta secretion); THP-1 LPS/ATP IL-1B secretion, AlphaLISA, 16 h; stronger effect = lower value; activity change, % at 57.5 µM; 360,000 compounds, 4.7% hits; in the data active = activity change below about -50%; inconclusive = mostly about -30% to -49%; also: % is scaled to controls: 0 for no effect and ±100 for the full control effect
#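 Secreted IL-1B measured by AlphaLISA bead assay after 16 h compound exposure of THP-1 cells; compounds (final up to 57.5 uM) added 1 h before LPS (250 ng/mL) and ATP (1.25 mM) stimulation; lower signal means less secretion.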
# Active calls of the source: *; i = inactive; ? = inconclusive; . = not tested or not shown; & = joins results of further samples; [ ] = another dose, or the depositor's remark. Unless noted, calls follow the shape of the dose curve; as a rule, active = well fitted curve in the direction sought with a large enough effect; inconclusive = small, poorly fitted or top-dose-only effect, or another doubt; inactive = no such curve, though single readings can be large; an effect the other way counts as inactive or inconclusive.
item | molecule | SW480 rereplic | MCF10A rerep | ATXN2 expr inh | HT1080 IDH1KD tx | HT1080NT lethal
1 | Cc1cccc(NC(=O)CN2CCC(NC(=O)C3CCCCC3)CC2)c1C | -8% | 0% | . | 9% | 19%
2 | CCCCN(Cc1cc2cc(C)ccc2[nH]c1=O)C(=O)c1ccccn1 | -18% | 6% | . | 6% | -4%
3 | COCC(=O)Nc1nc(-c2ccc(C)cc2)c(C)s1 | 5% | 6% | 32%[activator] | -9% | -2%
4 | CN(CC(=O)Nc1ccccc1Cl)CC(=O)Nc1c(F)cccc1F | -2% | -2% | -2% | 1% | 5%
5 | OC1CCN(Cc2ccc3ccccc3c2)CC1 | -1% | 3% | -16% | 9% | 17%
6 | Cc1ccc(N2CCN(C(=O)c3ccccc3NC(=O)C3CCCCC3C(=O)O)CC2)cc1 (stereo not drawn) | -3% | -6% | 2% | 21% | 14%
7 | O=C(c1ccc(S(=O)(=O)NCC2CCCO2)cc1)N1CCN(c2ccccc2)CC1 (stereo not drawn) | -1% | -13% | 7% | 9% | 2%
8 | CC(=O)Nc1ccc(S(=O)(=O)Nc2ccc3ccccc3n2)cc1 | 6% | 6% | -10% | 0% | -1%
9 | O=C(CCSc1nnc(-c2ccco2)o1)N1CCOCC1 | -6% | -6% | -2% | 7% | 24%
10 | O=C(NC(=S)Nc1ccc(N2CCCCC2)c(Cl)c1)c1cccs1 | 0% | ? | 9% | 4% | 5%

item | S2 tox | KB-V1 MDR tox | KB-3-1 tox | IL-1B inflam inh
1 | i | ? | 5% | 0
2 | i | ? | 7% | 9
3 | i | -1% | -5% | -5
4 | i | -26% | -5% | 19
5 | i | -6% | 25% | -1
6 | i | 5% | 6% | -13
7 | i | 5% | -11% | 5
8 | i | ? | 1% | 78
9 | i | 4% | 12% | -9
10 | i | ? | 6% | 7

# Next part.
item | molecule | SW480 rereplic | MCF10A rerep | ATXN2 expr inh | HT1080 IDH1KD tx | HT1080NT lethal
11 | O=C(Nc1cc(S(=O)(=O)Nc2ccccc2F)ccc1Cl)c1ccc(F)cc1F | 0% | 5% | -5% | -14% | -2%
12 | O=C(Nc1nc2c(s1)CCCC2)c1cc(-c2ccncc2)nc2ccccc12 | 3% | -5% | 6% | -5% | -8%
13 | O=C(Nc1cccc(C(F)(F)F)c1)c1cc2nc(-c3ccc4c(c3)OCO4)cc(C(F)(F)F)n2n1 | . | . | 2% | . | .
14 | Cc1csc(NC(=O)c2ccc[nH]c2=O)n1 | 1% | 7% | . | ? | ?
15 | O=C(NCCc1cccs1)c1cccs1 | -2% | -9% | 21% | -2% | -1%
16 | Cc1c(C(=O)N2CCCCCC2)c(S(=O)(=O)NCc2ccccc2)c(C)n1C | . | . | 1% | . | .
17 | Cc1nc(CSc2nnc3scc(-c4ccc(Cl)cc4)n23)cs1 | 3% | 21% | -2% | 4% | 0%
18 | CCN(C(=O)COC(=O)Cc1c[nH]c2ccccc12)C1CCS(=O)(=O)C1 (stereo not drawn) | -4% | -1% | -15% | 5% | 2%
19 | C=CCNc1nc(C(=O)OCC(=O)Nc2ccc(S(N)(=O)=O)cc2)cs1 | -391%[inhibitor] | -2% | 8% | 1% | 4%
20 | CCCCN(CCCNC(=S)NCCCc1cnc[nH]1)c1ccc(Br)cn1 | . | . | ? | . | .

item | S2 tox | KB-V1 MDR tox | KB-3-1 tox | IL-1B inflam inh
11 | i | -15% | 4% | 17
12 | i | -25% | ? | 15
13 | i | 6% | 16% | .
14 | ? | -11% | -22% | -7
15 | i | 1% | -2% | -17
16 | ? | 20% | -3% | .
17 | i | ? | -5% | -6
18 | ? | ? | -1% | 34
19 | i | ? | -4% | 18
20 | 18µM* | -1% | -8% | .

# Later entries:
item | molecule | SW480 rereplic | MCF10A rerep | ATXN2 expr inh | HT1080 IDH1KD tx | HT1080NT lethal
21 | CCOC(=O)c1sc2nc3n(c(=O)c2c1C)CCCCC3 | -5% | 4% | 95%[activator] | -13% | 1%
22 | COc1cc(NC(=O)CSc2nc3nc(C)c(Cc4ccccc4)c(C)n3n2)cc(OC)c1OC | . | . | -16% | . | .
23 | CCc1ccc(NC(=O)C2=CC(c3ccc(OC)c(OC)c3)=NS(=O)(=O)N2C)cc1 | -7% | 2% | ? | -17% | ?
24 | CCOC(=O)N1CCC(N2CC34C=CC(O3)C(C(=O)Nc3ccc(C)cc3)C4C2=O)CC1 (stereo not drawn) | -1% | 0% | 3% | 6% | 1%
25 | Cc1ccccc1NC(=O)CSC1=Nc2ccccc2C2=NC(Cc3ccccc3)C(=O)N12 (stereo not drawn) | . | . | 9% | . | .
26 | COc1cc(Br)cc(/C=C/c2ccc3cccc(O)c3n2)c1O | 34% | 16µM* | . | ? | ?
27 | CCc1ccc(CNC(=O)C(=O)NCCc2ccc(OC)c(OC)c2)cc1 | 3% | -3% | -1% | -18% | -2%
28 | O=C(COC(=O)C1=COCCO1)Nc1ccc(Oc2ccccc2)cc1 | 14% | 8% | . | -1% | -2%
29 | COc1ccc(N(CC(=O)NC2CC3CCC2C3)S(=O)(=O)c2ccccc2)cc1OC (stereo not drawn) | 29% | 1% | 2% | -1% | -4%
30 | O=C(NCc1cccs1)c1cccc2c(-c3ccc(F)c(F)c3)coc12 | . | . | -13% | -18% | -15%

item | S2 tox | KB-V1 MDR tox | KB-3-1 tox | IL-1B inflam inh
21 | ? | -16% | 15% | -1
22 | i | 14% | -8% | .
23 | ? | 0% | 0% | -13
24 | i | -5% | 12% | 0
25 | i | 4% | 4% | .
26 | ? | 6% | ? | -6
27 | i | 0% | -18% | 61
28 | . | 3% | 5% | 2
29 | i | -25% | 1% | -21
30 | i | -12% | 0% | -28

# More results follow:
item | molecule | SW480 rereplic | MCF10A rerep | ATXN2 expr inh | HT1080 IDH1KD tx | HT1080NT lethal
31 | CN(C)c1ccc(-c2csc(C(O)c3ccc(F)cc3)n2)cc1 (stereo not drawn) | . | . | 55%[activator] | -15% | -5%
32 | Cn1c(-c2ccccc2)c(CCO)c2ccccc21 | 20% | 37% | -1% | -5% | -3%
33 | CCCc1cc(=O)oc2c(C)c(O[C@@H]3O[C@H](CO)[C@@H](O)[C@H](O)[C@H]3O)ccc12 | 13% | -3% | -18% | -9% | -13%
34 | COc1cc(O)c(C(CCN2CCCCC2)c2ccc(N(C)C)cc2)c(OC)c1 (stereo not drawn) | -12% | -17% | 9% | -2% | -3%
35 | O=C(NCCCCc1ccccc1)c1ccccc1Cl | -61%[inhibitor] | -17% | 30% | 10% | 13%
36 | O=C(Cc1ccccc1)NCC(=O)OCc1cccc([N+](=O)[O-])c1 | -7% | -39%[inhibitor] | -12% | 0% | 5%
37 | CCc1ccc2oc(C(=O)Nc3cccc(C(F)(F)F)c3)cc(=O)c2c1 | . | . | -9% | . | .
38 | O=C(Nc1ccc(Cl)cc1)Nc1ccccn1 | 0% | 5% | 90%[activator] | 0% | 1%
39 | Cc1cc(=O)oc2cc(OS(C)(=O)=O)ccc12 | 1%&-4% | 3%&1% | -3% | 0% | 2%
40 | C1CCc2nc3c(nc2C1)CCCC3 | -2% | -2% | 6% | 6% | -2%

item | S2 tox | KB-V1 MDR tox | KB-3-1 tox | IL-1B inflam inh
31 | i | -2% | -2% | -19
32 | i | -15% | ? | 10
33 | . | ? | -2% | -11
34 | i | -3% | -1% | ?
35 | i | -8% | 3% | ?
36 | i | 16% | 9% | 31
37 | i | 22% | 3% | .
38 | i | -3% | -7% | -1
39 | i | 0% | -6% | -1
40 | i | 9% | -16% | -2

# Later entries:
item | molecule | SW480 rereplic | MCF10A rerep | ATXN2 expr inh | HT1080 IDH1KD tx | HT1080NT lethal
41 | COC(=O)c1cc(S(=O)(=O)N2CCOCC2)c(N2CCOCC2)cc1N1CCOCC1 | -3% | 9% | -1% | -14% | -9%
42 | COC(=O)c1cccc(C(=O)Oc2cccc(Br)c2)n1 | -1% | 0% | -30% | 16% | 11%
43 | CCCCOCC(O)CCc1n[nH]c(=S)n1-c1ccccc1 (stereo not drawn) | -5% | 2% | 6% | 13% | -3%
44 | C=CC[C@H]1Cc2c(cccc2[N+](=O)[O-])[C@H](CC=C)N1 | ? | 2% | 8% | -2% | -1%
45 | Cc1cc(C(=O)N/N=C/c2ccc(-c3cccc(Cl)c3)o2)n[nH]1 | 14% | 3% | -25% | -1% | -14%
46 | O=C(CSc1nnc(C2CC2)n1-c1ccccc1)N1CCCC1 | -12% | 8% | 8% | -1% | 18%
47 | Cc1ccc(S(=O)(=O)N2CCCC2CNC(=O)c2ccc3c(c2)OCO3)cc1 (stereo not drawn) | -79%[inhibitor] | 0% | -11% | -3% | -14%
48 | COc1ccccc1NS(=O)(=O)c1ccc2c(c1)NC(=O)CC(=O)N2 | 1% | -1% | -9% | 4% | 10%
49 | COCCn1c(SCc2ccc(C(=O)OC)o2)nc2cc(Cl)ccc2c1=O | -4% | -4% | -12% | -30% | -8%
50 | COc1ccc(CCc2nnc(NS(C)(=O)=O)s2)cc1 | -1% | 0% | 0% | -1% | 11%
51 | CC(C)CNC(=O)c1cc(S(=O)(=O)N2CCOCC2)ccc1N1CCCC1 | -3% | -20% | -2% | 1% | 1%
52 | COC(=O)c1sccc1NC(=O)CC1C(=O)NCCN1C(=O)Nc1ccccc1 (stereo not drawn) | . | . | -10% | 0% | -1%

item | S2 tox | KB-V1 MDR tox | KB-3-1 tox | IL-1B inflam inh
41 | i | -16% | -20% | -6
42 | i | 1% | 25% | 0
43 | i | 0% | 6% | 14
44 | i | 0% | 15% | -14
45 | i | 0% | -16% | 24
46 | i | -11% | -16% | 3
47 | ? | -19% | -8% | -18
48 | i | ? | -1% | 33
49 | i | -13% | 10% | ?
50 | i | 0% | 0% | 16
51 | i | . | . | -6
52 | i | 7% | 6% | 20

# From PubChem BioAssay
